Nrf2 ARE act – Nrf2 pathway activation; AREc32 ARE-luciferase reporter (MCF7-derived line), luminescence, 24 h; Potency, µM (titrated, usually from 46.1 µM), for the others: at the top dose activation, actives largely listed as activators; 410,000 tested, 0.31% active; AID 624171; further: % of control where 0% means no effect; nearly all actives have a fitted effect of over 65% in size
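AREc32 cells carrying an ARE-driven firefly luciferase, 1000 cells/well in OPTI-MEM with 5% FBS, dosed after overnight attachment and incubated 24 hr at 37 deg C. Steady-Glo luminescence read after 30 min at RT.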
HepG2 viability – HepG2 cytotoxicity, counter-screen for TGF-b inhibitors; 410,000 tested, 0.76% active; AID 588856; HepG2 CAGA-GFP viability, ATP luminescence, 18 h; Potency, µM (doses to about 46.1 µM), for the others: top-dose activity change, negative = cytotoxicity, actives largely listed as cytotoxic; further: some results filed as inactive show a strong effect at the top dose
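HepG2 CAGA-GFP cells (1000/well, DMEM with 1% FBS) received compound, then TGF-beta at 500 pg/mL final, and were incubated 18 hours at 37 degrees C. Viability was read by CellTiter-Glo luminescence. Media-only wells were set as complete cell-killing and DMSO as no toxicity.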
TGFb SMAD3 inh – inhibitors of TGF-b signaling; 410,000 tested, 1.2% active; HepG2 CAGA-GFP TGF-b/SMAD3 reporter, GFP fluorescence, 18 h; TGF-beta stimulated, 500 pg/mL final; AID 588855; Potency, µM (doses to about 46.1 µM), without a hit: top-dose activity, negative = inhibition, usual class: inhibitors; further: on the % scale 0 is the no-effect control and ±100 the full control effect; nearly all actives have a fitted effect of over 65% in size
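Smad-responsive CAGA-GFP expression was quantified in HEPG2 cells exposed to compounds and 500 pg/mL final TGF-beta for 18 h at 37 degrees C; unstimulated wells defined full inhibition.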
ATXN viability – cell viability loss in ATXN counter-screen; S2 cells (HEK-293 line with an ATXN2-luciferase reporter) viability, CellTiter-Fluor protease fluorescence, 24 h; Potency, µM (top dose mostly 56.7 µM), hits mostly cytotoxic; 400,000 tested, 0.49% active; AID 651635; further: nearly all actives have a fitted effect of over 40% in size
MCF10A rerep – induces DNA re-replication in MCF 10a normal breast cells; MCF 10A DNA re-replication, Hoechst nuclear intensity, 48 h; Potency, µM (top dose mostly 46.1 µM), without a hit: at the highest dose activity, positive = re-replication, usual class: activators; 350,000 tested, 2.9% active; further: % of control where 0% means no effect; nearly all actives have a fitted effect of over 50% in size
Nrf2 inh – blocks Nrf2 signaling. Potency, µM (series often up to 46 µM), inactives show at the top dose activity change, negative = inhibition, usual class: inhibitors. A549 ARE-Fluc reporter, luciferase luminescence, 18-24 h. 360,000 tested, 2.1% active; further: on the % scale 0 is the no-effect control and ±100 the full control effect; nearly all actives have a fitted effect of over 60% in size
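Concentration-response testing used A549 ARE_Fluc cells at 5000 cells/well. Following an 18-24 h compound incubation, viability was read by fluorescence (Ex 405/Em 525) and luciferase output by luminescence.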
A549 viability – kills or reduces viability of A549 cells in Nrf2 counter-screen. Potency, µM (series often up to 46 µM), without a hit: at the highest dose activity change, negative = cytotoxicity, most hits filed as inhibitors. 390,000 tested, 0.16% active. A549 ARE-Fluc cells, CellTiter-Fluor viability, 18-24 h; further: on the % scale 0 is the no-effect control and ±100 the full control effect
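Cytotoxicity counterscreen: CellTiter-Fluor fluorescence was measured in A549 ARE_Fluc cells after 18-24 h of compound exposure in a concentration series. The subsequent BugLite luminescent read reports ARE-luciferase activity.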
ATXN2 expr inh – inhibitors of ATXN2 expression | HEK-293 ATXN2-luciferase reporter, luminescence, 24 h | Potency, µM (doses to about 57 µM), for the others: at the highest dose activity change, negative = inhibition, most hits filed as inhibitors | 360,000 tested, 0.72% active | AID 1745845; further: on the % scale 0 is the no-effect control and ±100 the full control effect; nearly all actives have a fitted effect of over 55% in size
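ATXN2-luciferase reporter cells (luciferase flanked by upstream and downstream ATXN2 gene portions) were treated 24 h at 37 °C with compounds at up to 57 uM. SteadyGlo luminescence gave expression; GF-AFC fluorescence gave viability.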
EPAC2 antagonist – antagonists of human EPAC2; Q8WZA2; 360,000 tested, 0.18% active; EPAC2 GEF exchange of Rap1B-BODIPY-GDP, fluorescence; AID 720708; Potency, µM (doses to about 114 µM), without a hit: top-dose activity, negative = inhibition, hits mostly inhibitors; further: on the % scale 0 is the no-effect control and ±100 the full control effect; nearly all actives have a fitted effect of over 45% in size; many of its hits are not listed in these tables
Target sequence (Q8WZA2 whole entry, looked up): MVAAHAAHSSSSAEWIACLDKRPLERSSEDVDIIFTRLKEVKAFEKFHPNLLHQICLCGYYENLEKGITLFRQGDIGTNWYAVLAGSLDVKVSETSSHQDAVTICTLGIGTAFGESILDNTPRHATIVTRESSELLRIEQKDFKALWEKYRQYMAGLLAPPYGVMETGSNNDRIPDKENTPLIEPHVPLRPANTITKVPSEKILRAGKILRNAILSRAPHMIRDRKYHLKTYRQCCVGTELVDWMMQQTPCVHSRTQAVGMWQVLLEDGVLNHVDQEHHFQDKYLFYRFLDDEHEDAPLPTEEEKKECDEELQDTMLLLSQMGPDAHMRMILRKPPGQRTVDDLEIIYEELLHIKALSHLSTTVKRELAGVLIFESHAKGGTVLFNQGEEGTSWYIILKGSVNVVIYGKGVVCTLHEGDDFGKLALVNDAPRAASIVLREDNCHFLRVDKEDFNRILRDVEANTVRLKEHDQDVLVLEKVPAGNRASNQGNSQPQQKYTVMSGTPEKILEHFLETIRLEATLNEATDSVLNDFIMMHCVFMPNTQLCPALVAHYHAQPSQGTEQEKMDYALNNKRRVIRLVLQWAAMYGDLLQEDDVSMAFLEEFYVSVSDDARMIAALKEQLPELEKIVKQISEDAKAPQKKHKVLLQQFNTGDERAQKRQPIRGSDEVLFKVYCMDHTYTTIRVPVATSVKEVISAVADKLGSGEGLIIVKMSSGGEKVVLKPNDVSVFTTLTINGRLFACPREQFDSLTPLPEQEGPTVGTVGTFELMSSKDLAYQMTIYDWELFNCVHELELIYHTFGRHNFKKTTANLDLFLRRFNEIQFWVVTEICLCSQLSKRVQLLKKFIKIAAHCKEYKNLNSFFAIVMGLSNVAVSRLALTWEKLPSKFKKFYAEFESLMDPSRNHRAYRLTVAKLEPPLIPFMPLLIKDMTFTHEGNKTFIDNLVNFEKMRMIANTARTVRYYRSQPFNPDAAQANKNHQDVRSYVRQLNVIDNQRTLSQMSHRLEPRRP
* = called active by the depositor; i = inactive; ? = inconclusive; . = not tested or not shown; & = joins results of further samples; [ ] = dose if it differs, or a comment. The call rests on the fitted dose curve; in most records, active means well fitted curve in the direction sought with a large enough effect; inconclusive means small, poorly fitted or top-dose-only effect, or another doubt; inactive means no such curve, though single readings can be large; an effect the other way counts as inactive or inconclusive. Potency means the concentration at half of the fitted maximal effect. This is a subset; the hit share may differ from the screen's.

SMILES | Nrf2 ARE act | HepG2 viability | TGFb SMAD3 inh | ATXN viability | MCF10A rerep | Nrf2 inh | A549 viability | ATXN2 expr inh | EPAC2 antagonist
CC(NC(=O)CCCc1c[nH]c2ccccc12)c1ccc(F)cc1 (centres undefined) | 1.8% | -17% | -14% | i | -14% | -5% | -5% | -10% | -7%
Fc1ccc(N/N=C/c2ccc(N3CCOCC3)cc2)c(F)c1 | 7.3% | -4% | 0% | i | 7% | ? | 0% | 35%[activator] | 2%
COc1ccc(CSc2nnc(C)n2N)cc1 | -0.6% | 4% | ? | i | -1% | . | 2% | 3% | 2%
CCOc1ccc(/C=N/NC(=O)CSc2ccccn2)cc1O | 0.3% | -10% | -5% | i | 2% | 0% | 0% | . | 2%
CC(C)(C)NC(=O)c1ccc2c(c1)N(CC(=O)N1CCCC1)C(=O)C(C)(C)O2 | 0.0% | -36% | -5% | i | ? | -10% | 12% | -22% | 2%
Cc1ccc(-n2nc(C)c(/C=N/n3c(C)n[nH]c3=S)c2Cl)cc1 | 2.4% | -1% | -1% | ? | 4% | -9% | 3% | -9% | 9%
CC1(C)Cc2c(sc(/N=C/N3CCCC3)c2C#N)C(C)(C)N1 | 1.7% | -51% | -1% | i | 1% | 15% | 18% | 3% | 8%
Cc1cccc(N2CCN(C(=O)C3CCN(c4ncnc5c4nc4n5CCCCC4)CC3)CC2)c1C | -0.4%&-0.2% | -11%&-1% | ? | ? | ? | 21µM* | ? | . | -9%
COc1ccc(CNS(=O)(=O)c2cc(-c3cc(C)no3)ccc2C(C)C)cc1 | -0.8% | -10% | ? | ? | 1% | -17% | -1% | . | -7%
Cc1ccc(-c2c(C(=O)N3CCN(c4ccc(F)cc4)CC3)oc(=O)c3ccccc23)cc1 | -0.4% | -4% | 11% | i | . | 11% | 10% | 11% | .
CCC(C)NS(=O)(=O)c1ccc(OCC(=O)NCc2ccccn2)cc1 (centres undefined) | -0.2% | 13% | 4% | i | ? | -13% | 0% | 2% | 14%
COc1ccc(NC(=O)C2CCCN(c3nc(C)cc(C)n3)C2)cc1 (centres undefined) | -0.2% | 2% | 3% | i | 2.9µM* | ? | -5% | -24% | 2%
CCCCCCn1c(N2CCN(c3ccccc3)CC2)nc2c1c(=O)[nH]c(=O)n2C | 1.9% | 9% | 11% | i | 13% | 21µM* | ? | -14% | -10%
CN(C1CCS(=O)(=O)C1)S(=O)(=O)c1ccccc1[N+](=O)[O-] (centres undefined) | -0.1% | -13% | -15% | i | -4% | -5% | 6% | 3% | -1%
O=C(COc1ccc2ccccc2c1)NNC(=O)Cc1ccccc1 | 0.0% | 0% | -4% | i | -8% | 11% | -3% | 20% | 2%
CCOc1ccc(NC(=O)c2c(NC(=O)Cc3ccccc3)sc3c2CCCC3)cc1 | -0.5% | 0% | -24% | i | . | 3% | 4% | 9% | .
COCCNC(=O)c1ccc(Cn2c(SCC(=O)NC(C)C)nc3ccccc3c2=O)cc1 | -1.0% | -19% | 4% | i | . | . | 0% | 16% | .
CCCNC(=O)C1CC(c2ccccc2[N+](=O)[O-])=NO1 (centres undefined) | 8.3% | 0% | 7% | i | 17% | 6% | 16% | 20% | 7%
Cc1ncc(NS(=O)(=O)c2ccc(N)cc2)nc1C | -0.3% | 0% | 1% | i | 2% | -4% | -1% | -3% | 11%
CCCN(CC(=O)Nc1ccccc1C)C(=O)c1cc(=O)[nH]c2ccccc12 | -0.8% | -10% | 6% | i | 10% | 11% | 0% | -15% | -4%
CC(C)Oc1ccc(F)cc1-c1cc(C(=O)NC2CCCCC2)[nH]n1 | 1.5% | -19% | -4% | i | . | . | . | -27% | -5%
Cc1ccc(NC(=O)/C(CN(C)C)=N\O)cc1 | 0.5% | 2% | 9% | ? | 2% | 18% | 2% | -25% | 1%
CC(=O)Nc1ccc(-c2csc(NC(=O)Nc3ccccc3)n2)cc1 | -3.6% | -56% | ? | 15µM* | 21µM* | 16µM* | ? | ? | 6%
Cc1cccc(NC2(C(F)(F)F)N=C3SCCN3C2=O)n1 (centres undefined) | -0.3% | 3% | -2% | i | -2% | 21% | 1% | 5% | 6%
O=C1C(C23CC4CC(CC(C4)C2)C3)C(=O)N(c2ccccc2)N1c1ccccc1 | -0.7% | -4% | -7% | i | -5% | -16% | -7% | -11% | 1%
COc1cc2c(cc1OC)CN(C(=O)CCN1C(=O)C3CCCCC3C1=O)CC2 (centres undefined) | -0.2% | 0% | 7% | i | -46%[inhibitor] | -21% | 1% | 7% | 8%
COc1ccc(C[C@H]2CN3C(=NC[C@@H]3Cc3ccccc3)N2CCNC(=O)c2ccc(C)c(Br)c2)cc1 | -5.0% | 13µM* | ? | . | 2% | 3% | -21% | 22µM* | 4%
O=C(NCc1ccco1)c1ccc(COc2ccccc2[N+](=O)[O-])o1 | 18% | 1% | 0% | i | -35%[inhibitor] | -8% | 2% | 8% | 4%
Cc1cc(NC(=O)CSc2nnnn2-c2ccccc2C)no1 | 2.1% | -11% | -4% | i | -14% | 14% | 11% | 14% | -13%
CN(C(=O)Cn1cc(S(=O)(=O)Cc2ccccc2Cl)c2ccccc21)c1ccccc1 | 3.2% | -7% | -19% | . | . | -9% | -14% | . | .

3 compounds picked at random from the list so far, as already listed:
SMILES | Nrf2 ARE act | HepG2 viability | TGFb SMAD3 inh | ATXN viability | MCF10A rerep | Nrf2 inh | A549 viability | ATXN2 expr inh | EPAC2 antagonist
COc1cc2c(cc1OC)CN(C(=O)CCN1C(=O)C3CCCCC3C1=O)CC2 (centres undefined) | -0.2% | 0% | 7% | i | -46%[inhibitor] | -21% | 1% | 7% | 8%
O=C(NCc1ccco1)c1ccc(COc2ccccc2[N+](=O)[O-])o1 | 18% | 1% | 0% | i | -35%[inhibitor] | -8% | 2% | 8% | 4%
CN(C(=O)Cn1cc(S(=O)(=O)Cc2ccccc2Cl)c2ccccc21)c1ccccc1 | 3.2% | -7% | -19% | . | . | -9% | -14% | . | .

(next part)
SMILES | Nrf2 ARE act | HepG2 viability | TGFb SMAD3 inh | ATXN viability | MCF10A rerep | Nrf2 inh | A549 viability | ATXN2 expr inh | EPAC2 antagonist
COc1ccc(-n2nc(C(=O)NCC(=O)NCc3ccccc3OC)c3ccccc3c2=O)c(OC)c1 | -0.6% | 6% | -1% | i | 17% | 2% | -5% | -2% | 10%
Cc1ccc(NC(=O)Cn2cc(S(=O)(=O)c3ccc(C)cc3)c(=O)c3cc4c(cc32)OCO4)cc1 | -0.3% | -5% | -22% | i | . | 15% | 6% | -5% | .
Cc1ccc(C)c(C(=O)NC(C)c2ccc(-n3ccnc3)cc2)c1 (centres undefined) | 0.0% | -37% | 0% | i | 1% | 3% | -8% | -3% | 9%
Cc1ccc(C)c(S(=O)(=O)/N=C(/Nc2ccccc2)c2ccccc2)c1 | 2.4% | 1% | 5% | ? | ? | 0% | 5% | -18% | -12%
COC(=O)c1ccc(/C=C/c2nc3ccccc3c(=O)[nH]2)cc1 | 0.2% | 8% | -2% | i | 2% | ? | 2% | 66%[activator] | -5%
Cc1ccc(C2N(c3ccccc3)C(=S)N3CCCN23)cc1 (centres undefined) | 0.1% | -14% | -1% | i | ? | -26% | -3% | 1% | -29%
CN1/C(=C\C(=O)c2ccccc2Cl)c2ccccc2CC1(C)C | -0.8% | -5% | -23% | i | -3% | 0% | 13% | -6% | -9%
COc1ccc(NC(=O)CSc2nnc(-c3ccccc3C)n2C)cc1 | -0.6% | 5% | -13% | ? | 8% | ? | -13% | -4% | 6%
COc1cc(-c2cc(C(=O)NCc3ccc(S(N)(=O)=O)cc3)c3ccccc3n2)cc(OC)c1OC | 9.0% | -3% | -3% | i | 11% | -29% | 2% | -1% | -28%
Cc1oc(C2CC2)cc1C(=O)O | 0.1% | -13% | 0% | i | 1% | 1% | -5% | 3% | ?
Brc1ccc(-c2noc(C3CCCCC3)n2)cc1 | 0.1% | -5% | -4% | i | ? | ? | 2% | 46%[activator] | -1%
Cc1ccc(-c2noc(C3CCCN(C(=O)c4ccccc4Br)C3)n2)cc1 (centres undefined) | 5.2% | -16% | -33% | i | 16% | ? | -8% | . | -19%
CN(C)CCNC(=O)c1ccc(Cn2c(SCc3ccc(F)cc3)nc3cccnc32)cc1 | 6.4% | -41% | 15% | ? | . | ? | 12% | 5% | .
CCOC(=O)c1[nH]c2ccccc2c1CCCN1C(=O)c2ccccc2C1=O | 0.5% | -17% | 2% | i | 21% | -20% | 3% | -17% | -15%
OC1(c2ccc(Cl)cc2)CN(c2ccccc2)C2=[N+]1CCS2 (centres undefined) | 1.0% | 3% | 0% | i | 8% | ? | 4% | . | -27%
Cc1nn(CCO)c(C)c1Oc1ccccc1O | -0.6% | 5% | 8% | i | -1% | 2% | -2% | 5% | 3%
Cc1cccn2c(=O)c3cc(C(=O)O)n(C)c3nc12 | 2.3% | -18% | -25% | . | 11% | -3% | ? | -5% | -4%
Cc1ccc(C)n1-c1ccc(C(=O)Nc2ccccc2)cc1 | 19% | -29% | -3% | i | ? | 1% | 11% | . | -4%[57.1 µM]
Cc1c(C(=O)N2CCN(C3CCS(=O)(=O)C3)CC2)oc2c(F)cccc12 (centres undefined) | 0.5% | 3% | 3% | i | ? | 11% | 2% | -11% | 11%

Structures listed so far that contain a Cl atom (4):
SMILES | Nrf2 ARE act | HepG2 viability | TGFb SMAD3 inh | ATXN viability | MCF10A rerep | Nrf2 inh | A549 viability | ATXN2 expr inh | EPAC2 antagonist
Cc1ccc(-n2nc(C)c(/C=N/n3c(C)n[nH]c3=S)c2Cl)cc1 | 2.4% | -1% | -1% | ? | 4% | -9% | 3% | -9% | 9%
CN(C(=O)Cn1cc(S(=O)(=O)Cc2ccccc2Cl)c2ccccc21)c1ccccc1 | 3.2% | -7% | -19% | . | . | -9% | -14% | . | .
CN1/C(=C\C(=O)c2ccccc2Cl)c2ccccc2CC1(C)C | -0.8% | -5% | -23% | i | -3% | 0% | 13% | -6% | -9%
OC1(c2ccc(Cl)cc2)CN(c2ccccc2)C2=[N+]1CCS2 (centres undefined) | 1.0% | 3% | 0% | i | 8% | ? | 4% | . | -27%

Bioassay records: PubChem BioAssay, National Center for Advancing Translational Sciences (NCATS)
